Assay outcomes deposited in PubChem BioAssay by National Center for Advancing Translational Sciences (NCATS).
BLM inh: qHTS Assay for Inhibitors of Bloom's syndrome helicase (BLM); RecQ-like DNA helicase BLM (Homo sapiens), P54132; Potency, µM (titrated, usually from 56.1 µM), inactives show at the top dose activity change, negative = inhibition, most hits filed as inhibitors; 0.2% of 350,000 active; AID 2528, 2010; recombinant BLM DNA unwinding, fluorescence dequenching;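 further: potency means the concentration at half of the fitted maximal effect; plate controls were vehicle for no effect and no enzyme for full effect; nearly all actives have a fitted effect of over 35% in size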
Glioma ERSR ind: qHTS for Inducers of the Endoplasmic Reticulum Stress Response (ERSR) in Human Glioma: qHTS; AID 602332, 2012; 0.02% of 420,000 active; Potency, µM, without a hit: top-dose activation, usual class: activators; U87-MG GRP78 promoter luciferase reporter, 16 h; further: potency means the concentration at half of the fitted maximal effect; series mostly up to about 76 µM; % of control where 0% means no effect; nearly all actives have a fitted effect of over 35% in size
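Stably transfected U87-MG glioma cells carrying a GRP78-based luciferase sensor; 16 h compound incubation. Luminescence end-point read 10 min after Bright-Glo addition at room temperature.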
Apoferritin bind: qHTS Assay for Identification of Novel General Anesthetics. apoferritin/1-aminoanthracene competitive binding, fluorescence. AID 485281, 2010. Potency, µM (highest dose often 77.5 µM), without a hit: at the highest dose activity change, negative = displacement, usual class: inhibitors. 0.074% of 350,000 active; further: potency means the concentration at half of the fitted maximal effect; on the % scale 0 is the no-effect control and ±100 the full control effect; nearly all actives have a fitted effect of over 20% in size
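Horse-spleen apoferritin (10 uM) in 50% saturated 1-aminoanthracene in PBS was incubated 10 min at room temperature with compound. Fluorescence (ex 380, em 535 nm) was normalized to free and bound 1-AMA, with concentration-response fitted by a four-parameter Hill equation.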
Pol kappa inh: qHTS for Inhibitors of Polymerase Kappa; AID 588579, 2011; purified Pol kappa, fluorescent DNA synthesis assay, 10 min; Potency, µM (doses to about 107 µM), without a hit: at the highest dose activity, negative = inhibition, most hits filed as inhibitors; 0.53% of 400,000 active; further: potency means the concentration at half of the fitted maximal effect; on the % scale 0 is the no-effect control and ±100 the full control effect
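First, compounds were pin-transferred onto 10 nM Pol kappa. After 15 min at room temperature, substrate was added to 50 nM final. Fluorescence was then measured kinetically at 0 and 10 min.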
LDHA inh: qHTS assay for inhibitors of human lactate dehydrogenase. L-lactate dehydrogenase A chain (Homo sapiens), P00338. purified LDHA, NADH/diaphorase-resazurin fluorescence; stronger effect = lower value. activity change, % (values are at about 110 or 230 µM). 0.15% of 480,000 active. AID 1347041, 2019; in the data active means activity change below about -30%; inconclusive means mostly about -25% to -30%;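 further: plate controls were DMSO wells for no effect and wells without enzyme for full effect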
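Resorufin fluorescence (ex540/em590), read at 0 and 20 min after diaphorase/resazurin addition, reports the NADH left after a 5 min room-temperature reaction of 2 nM human LDH5 with 0.06 mM NADH and 0.2 mM pyruvate.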
POLB inh: qHTS Assay for Inhibitors of DNA Polymerase Beta; P06746; Pol beta primer extension/strand displacement, fluorescence kinetic; Potency, µM (top dose mostly 114 µM), for inactives: at the highest dose activity change, negative = inhibition, usual class: inhibitors; 1.3% of 340,000 active; further: potency means the concentration at half of the fitted maximal effect; on the % scale 0 is the no-effect control and ±100 the full control effect
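Human Pol beta at 10 nM; strand-displacement substrate 50 nM final. Compound exposure 15 min at room temperature before start, reaction 10 min at room temperature.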
Pol eta inh: qHTS for Inhibitors of Polymerase Eta; 1.2% of 390,000 active; Potency, µM (top dose mostly 114 µM), for inactives: at the top dose activity change, negative = inhibition, actives largely listed as inhibitors; DNA polymerase eta (Homo sapiens), Q9Y253; recombinant Pol eta, fluorescent DNA replication assay; further: potency means the concentration at half of the fitted maximal effect; on the % scale 0 is the no-effect control and ±100 the full control effect
Target sequence (Q9Y253 whole entry, looked up): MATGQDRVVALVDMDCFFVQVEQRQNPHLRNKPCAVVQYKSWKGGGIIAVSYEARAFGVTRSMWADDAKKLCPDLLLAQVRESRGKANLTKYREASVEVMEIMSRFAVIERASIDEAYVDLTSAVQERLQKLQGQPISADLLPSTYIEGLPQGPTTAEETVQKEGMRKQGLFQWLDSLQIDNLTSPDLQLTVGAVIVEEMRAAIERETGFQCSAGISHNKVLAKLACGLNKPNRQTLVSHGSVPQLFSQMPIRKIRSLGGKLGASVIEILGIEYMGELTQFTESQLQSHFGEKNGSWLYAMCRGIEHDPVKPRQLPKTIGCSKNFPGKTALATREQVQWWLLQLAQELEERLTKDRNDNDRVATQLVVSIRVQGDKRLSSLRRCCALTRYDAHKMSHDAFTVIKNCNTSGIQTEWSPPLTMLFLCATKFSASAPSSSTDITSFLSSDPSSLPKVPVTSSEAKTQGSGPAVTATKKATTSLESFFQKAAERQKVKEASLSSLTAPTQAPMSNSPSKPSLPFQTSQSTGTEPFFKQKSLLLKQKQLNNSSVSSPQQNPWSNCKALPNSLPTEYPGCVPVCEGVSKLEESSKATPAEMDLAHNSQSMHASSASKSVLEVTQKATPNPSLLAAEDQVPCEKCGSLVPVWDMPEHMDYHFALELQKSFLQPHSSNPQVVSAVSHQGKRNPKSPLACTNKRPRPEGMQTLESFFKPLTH
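Fluorescent replication assay: 50 nM final substrate added after a 15 min room-temperature compound preincubation with 10 nM enzyme. Signal taken at 0 min and again at 10 min.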
APE1 inh: qHTS Assay for Inhibitors of the Human Apurinic/apyrimidinic Endonuclease 1 (APE1); DNA repair nuclease/redox regulator APEX1 (Homo sapiens), P27695; recombinant APE1, TAMRA/BHQ-2 abasic DNA cleavage fluorescence; Potency, µM (doses to about 65.8 µM), for inactives: at the highest dose activity change, negative = inhibition, most hits filed as inhibitors; 0.35% of 350,000 active;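 further: potency means the concentration at half of the fitted maximal effect; plate controls were vehicle for no effect and reference inhibitor for full effect; nearly all actives have a fitted effect of over 55% in size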
Target sequence (P27695 whole entry, looked up): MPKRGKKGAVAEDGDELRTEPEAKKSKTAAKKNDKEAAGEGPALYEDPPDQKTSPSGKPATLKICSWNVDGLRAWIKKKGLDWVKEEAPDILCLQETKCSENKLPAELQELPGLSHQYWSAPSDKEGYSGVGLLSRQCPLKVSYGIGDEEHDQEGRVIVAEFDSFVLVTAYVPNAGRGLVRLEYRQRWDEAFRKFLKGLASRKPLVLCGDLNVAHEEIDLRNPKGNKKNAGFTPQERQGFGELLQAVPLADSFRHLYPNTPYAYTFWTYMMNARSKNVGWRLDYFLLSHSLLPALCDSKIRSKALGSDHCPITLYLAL
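Kinetic fluorescence read (525 ex/598 em nm, three reads 60 s apart) of AP-site incision; signal = third minus first read. Enzyme 0.75 nM, dual-labelled THF duplex 50 nM, compound preincubation 15 min RT.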
POLI inh: qHTS for Inhibitors of Polymerase Iota; AID 588590, 2011; Pol iota fluorescent replication assay, 10 min; Potency, µM (highest dose often 115 µM), without a hit: top-dose activity, negative = inhibition, most hits filed as inhibitors; DNA polymerase iota (Homo sapiens), Q9UNA4; 1% of 390,000 active; further: potency means the concentration at half of the fitted maximal effect
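Fluorescent replication assay read twice, at 0 min and 10 min after adding 50 nM (final) substrate. Enzyme (10 nM) and compounds were first incubated 15 min at room temperature; enzyme-free buffer wells were negative controls.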
* marks the source's active call; other numbers are inactive results; ? = inconclusive; / = no result given; & = joins results of further samples; [ ] = dose if it differs, or a comment. Unless noted, the call rests on the fitted dose curve; in most records, active means well fitted curve in the direction sought with a large enough effect; inconclusive means small, poorly fitted or top-dose-only effect, or another doubt; inactive means no such curve, though single readings can be large; an effect the other way counts as inactive or inconclusive. These rows are one share of the data; the hit share may differ from the screen's.

Screens in order: BLM inh | Glioma ERSR ind | Apoferritin bind | Pol kappa inh | LDHA inh | POLB inh | Pol eta inh | APE1 inh | POLI inh
CCSc1nc(N)c(C#N)c(-c2ccccc2Cl)c1C#N
→ -6% | -5% | -24% | 2% | -2 | ? | -9% | -3% | 18%
COc1ccc(CN2CC(C(=O)NCCCN3CCCC(C)C3)CC2=O)cc1 (centres undefined)
→ 2% | -1% | -3% | 0% | -1 | 3% | -22% | 40%[activator] | -1%
COc1ccc(C(=O)N/C(=C\c2cn(C)c3ccccc23)C(=O)NCCCN2CCOCC2)cc1
→ -13% | -7% | -19% | -9% | -2 | 19% | 0% | -10% | 16%
CCc1nnc(SCC(=O)NC2CCCC2)nc1CC
→ -3% | -1% | -8% | -13% | -6 | 0% | -8% | 4% | 11%
O=C(OCc1ccccc1)c1ccc2c(c1)-c1ccccc1C2=O
→ -7% | 0% | 11% | -6% | -6 | 0% | -11% | -6% | 27%
NC(=O)COc1cccc(/C=N/NC(=O)c2ccc(-n3cccc3)cc2)c1
→ -2% | -4% | 5% | -34% | -3 | ? | -2% | -3% | ?
CC1CC(C)CN(CCCNC(=O)C2CCN(c3ncnc4c3sc3cccc(F)c34)CC2)C1 (centres undefined)
→ 59%[activator] | / | 4% | / | / | 22% | / | 1% | /
CCC(C)NC(=O)c1cc(Cl)c(NC(=O)C2=C(C)OCCS2)cc1OC (centres undefined)
→ -5% | 7% | 5% | -8% | -9 | 1% | 0% | 33% | 24%
CC1CN(CC(O)COCc2ccc3c(c2)OCO3)CC(C)O1 (centres undefined)
→ 1% | -2% | -1% | 6%[60.1 µM] | 3 | 2% | -7% | 0% | 7%
CCc1noc(C)c1C(=O)Nc1cccc(S(=O)(=O)N2CCCCCC2)c1
→ / | -3% | / | -15% | -8 | / | -10% | -16% | -3%
COc1ccc(C(=O)NC(=S)N2CCCC2)cc1
→ -3% | -1% | -10% | -5% | -10 | 47% | -4% | -4% | -1%
Cc1ccc(OCc2nnc(NC(=O)OCC(C)C)s2)cc1
→ 1% | -1% | -11% | -3% | -6 | 19% | -19% | -1% | 19%
COC(=O)c1sc2cccc(F)c2c1S(=O)(=O)N1CCN(c2cccc(OC)c2)CC1
→ -7% | -4% | -17% | 0% | -3 | 1% | -17% | / | ?
N#Cc1nc(-c2cccc(Cl)c2)oc1NCc1cccnc1
→ -10% | 3% | -10% | -19% | -12 | 10% | -19% | 19% | 1%
COc1ccc(-c2[nH]ncc2CN2CCC(O)(c3ccc(Cl)cc3)CC2)cc1
→ -3% | 1% | 2% | -6% | -4 | 12% | -21% | 8% | 38%[activator]

Structural class, the compounds so far containing an aryl methoxy group
Screens in order: BLM inh | Glioma ERSR ind | Apoferritin bind | Pol kappa inh | LDHA inh | POLB inh | Pol eta inh | APE1 inh | POLI inh
COc1ccc(CN2CC(C(=O)NCCCN3CCCC(C)C3)CC2=O)cc1 (centres undefined)
→ 2% | -1% | -3% | 0% | -1 | 3% | -22% | 40%[activator] | -1%
COc1ccc(C(=O)N/C(=C\c2cn(C)c3ccccc23)C(=O)NCCCN2CCOCC2)cc1
→ -13% | -7% | -19% | -9% | -2 | 19% | 0% | -10% | 16%
CCC(C)NC(=O)c1cc(Cl)c(NC(=O)C2=C(C)OCCS2)cc1OC (centres undefined)
→ -5% | 7% | 5% | -8% | -9 | 1% | 0% | 33% | 24%
COc1ccc(C(=O)NC(=S)N2CCCC2)cc1
→ -3% | -1% | -10% | -5% | -10 | 47% | -4% | -4% | -1%
COC(=O)c1sc2cccc(F)c2c1S(=O)(=O)N1CCN(c2cccc(OC)c2)CC1
→ -7% | -4% | -17% | 0% | -3 | 1% | -17% | / | ?
COc1ccc(-c2[nH]ncc2CN2CCC(O)(c3ccc(Cl)cc3)CC2)cc1
→ -3% | 1% | 2% | -6% | -4 | 12% | -21% | 8% | 38%[activator]

Next entries.
Screens in order: BLM inh | Glioma ERSR ind | Apoferritin bind | Pol kappa inh | LDHA inh | POLB inh | Pol eta inh | APE1 inh | POLI inh
C/C(=N\Nc1nc(-c2cc(C)ccc2C)cs1)c1cc2c(ccc3ccccc32)oc1=O
→ -15% | -4% | 91%[activator] | 79µM* | 12 | ? | -18% | -8% | ?
COc1cc(OC)c2c(C)cc(=O)oc2c1C(CCN1CCN(c2ccccc2)CC1)c1ccc2c(c1)OCO2 (centres undefined)
→ -7% | -3% | -5% | -5% | -2 | 3% | -16% | -3% | 2%
O=C(COC(=O)c1nc(Cl)ccc1Cl)Nc1ccc(Cl)cn1
→ / | -5% | / | -16% | 0 | / | -9% | -2% | 7%
COc1ccc(-c2nc(SCC(=O)Nc3ccc4c(c3)OCCO4)c(-c3ccc(F)cc3)[nH]2)cc1
→ -12% | -4% | 0% | -26% | -12 | 40µM* | -17% | / | ?
CCOC(=O)c1c(C)[nH]c(C)c1C(=O)COC(=O)c1cc2ccccc2cc1OC
→ -9% | 0% | ? | -9% | -8 | ? | -12% | -2% | 3%
CCC(C)[C@H](NC(=O)NCCCn1ccnc1)C(=O)OC (some centres undefined)
→ 3% | 5% | -5% | -14% | -3 | 8% | -14% | -2% | 13%
O=C(C1=NN[C@@H]2C(=O)N(Cc3ccccc3)C(=O)[C@H]12)c1ccc(F)cc1
→ 1% | -1% | 5% | -2% | 1 | 11% | -20% | 12% | 52%[activator]
COc1ccc(OCC2NCCc3cc(OC)c(OC)cc32)cc1 (centres undefined)
→ -1% | -6% | -2% | -10% | 0 | 46% | -11% | -2% | 8%
COc1ccc(C(=O)NC(=S)Nc2ccc(Cc3ccncc3)cc2)cc1
→ -7% | 0% | ? | 1% | 2 | 22% | -17% | -1% | 57%[activator]
OCCC1CN(Cc2ccc(Oc3ncccn3)cc2)CCN1CCc1ccccc1 (centres undefined)
→ -2% | -2% | -4% | 10% | 1 | 3% | -9% | 4% | 24%
CCNC(=O)CC1C(=O)N(c2cccc(OC)c2)C(=O)N1Cc1ccc(OC)c(OC)c1 (centres undefined)
→ -2% | -1% | -3% | -15% | -3 | 7% | -4% | / | 15%
COc1ccc(C2(O)CCN(Cc3nnnn3Cc3ccc(C)cc3)CC2)cc1
→ -3% | 0% | -7% | -10%[60.1 µM] | -2 | 0% | 1% | -6% | -8%
CC(C(=O)N1CCCCC1)N1C(=O)c2ccccc2C1=O (centres undefined)
→ -5% | -4% | -13% | -13% | -5 | -21% | -14% | 5% | -4%
O=C1c2nccnc2C(=O)N1Cc1ccccc1
→ / | -4% | / | ? | 0 | / | -22% | / | -11%
NS(=O)(=O)c1ccc(NC(=O)COC(=O)Cn2cnc3ccccc3c2=O)cc1
→ / | -4% | / | -10% | -3 | / | -18% | 36% | -13%
Cc1ccc(S(=O)(=O)Nc2cc3c4c(c2)C(C)C(=O)N4CCC3)cc1 (centres undefined)
→ / | -3% | / | -20% | 2 | / | -1% | 8% | 36%[activator]
CN1CCN(c2ccncc2S(=O)(=O)N2CCCCC2)CC1
→ -5% | -7% | 0% | 2% | -5 | 20% | -22% | 10% | 147%[activator]
CCOc1ccc(NS(=O)(=O)c2ccc3[nH]cc(C(=O)NCC4CCCO4)c(=O)c3c2)cc1 (centres undefined)
→ -8%&-6% | -3%&-3% | -15%&-3% | -15%&-18% | 2&0 | ? | ? | 20% | ?
C=C1C(=O)O[C@@H]2C3OC3(C)CC/C=C(\C)CC[C@@H]12 (some centres undefined)
→ 2% | -11% | / | -7%[19.4 µM] | / | / | / | -1% | /
Cc1c(CCC(=O)NCCc2ccccc2)c(=O)oc2c(C)c(O)ccc12
→ 1% | -4% | 124%[activator] | 16% | -3 | 0% | -11% | / | 9%
CC(=O)c1c(C)[nH]c(C(=O)N2c3ccccc3CC2C)c1C (centres undefined)
→ -1% | -1% | -10% | 11% | 0 | 25% | -9% | -2% | 3%
CCN(CC)S(=O)(=O)c1cccc(NC(=O)CCNC(=O)c2ccc([N+](=O)[O-])cc2)c1
→ -2% | 3% | -2% | -18% | 2 | -8% | -3% | 0% | -6%
O=S(=O)(c1ccc(Cl)cc1)N1CCc2ccccc21
→ -10% | 0% | -20% | -1% | 0 | 0% | ? | -26% | 18%
Cc1cccc(C(=O)NCC(=O)NC2CCN(Cc3ccccc3)CC2)c1
→ / | -4% | / | -10% | -8 | / | -13% | / | 17%
O=C(N/N=C/c1cccc(OCc2ccccc2)c1)c1ccc(Br)cc1
→ -15% | -1% | -16% | -5% | -1 | 23% | -15% | 24% | -6%
FC(F)(F)c1nnc2c(Sc3ccc(Cl)cc3)nc3ccccc3n12
→ 0% | -4% | -4% | 4% | 2 | 39% | -7% | ? | 6%
Cc1ccc2oc(C(=O)Nc3sc4c(c3C(=O)NCc3cccnc3)CCCC4)cc(=O)c2c1
→ -9% | -4% | -3% | 16% | 0 | 12% | -14% | / | 28%
O=C1NC(=O)/C(=C/c2ccccc2Oc2ccc(Cl)cc2)S1
→ -3% | 4% | -2% | -25% | -8 | ? | 3% | -3% | ?
C=CCN=C1NN=C(c2ccc3c(c2)OCCO3)CS1
→ -2% | -10% | ? | 3% | 7 | 0% | -22% | -10% | ?
